APOBEC3A inh = inhibitors of human APOBEC3A DNA deaminase; P31941; recombinant A3A, FAM/TAMRA ssDNA deamination fluorescence; inhibition, % at 20 µM; 330,000 compounds, 0.41% hits; AID 493011;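 active means at least 40% inhibition at 20 µM here, with at most 30% in a related deaminase screen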;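 further: plate controls were A3A with DMSO for no effect and wells lacking A3A enzyme for full effect; some results filed as inactive read as strong as hits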
Target sequence (P31941 whole entry, looked up): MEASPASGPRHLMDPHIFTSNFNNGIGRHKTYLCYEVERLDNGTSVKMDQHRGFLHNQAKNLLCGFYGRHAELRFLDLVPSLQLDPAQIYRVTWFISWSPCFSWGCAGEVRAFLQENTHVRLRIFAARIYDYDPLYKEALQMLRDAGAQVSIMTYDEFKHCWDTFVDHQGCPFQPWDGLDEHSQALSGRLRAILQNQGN
NR3A LBD binder = modulates the human NR3A ligand-binding domain. NR3A LBD differential scanning fluorimetry, Tm shift; 0% = protein alone, 100% = glycine-bound protein. 340,000 compounds, 2.5% hits. Tm shift relative to glycine control, % at 25 µM. AID 1259313;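 active means melting temperature shift of at least 10% of the positive control shift, at one fixed dose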
MPTP block = permeability transition pore inhibition; isolated mouse mitochondria, Ca2+ swelling absorbance, 30 min; inhibition, % at 10 µM; 360,000 compounds, 1.4% hits; AID 602449;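 active means inhibition of 50% or more, scaled per plate between neutral and stimulator controls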;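 further: 0% = DMSO wells given calcium and 100% = 1 mM EGTA wells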
APOBEC3G inh = APOBEC3G (human) deaminase inhibition; Q9HC16; recombinant A3G, ssDNA deamination FAM/TAMRA fluorescence; inhibition, % at 20 µM; 330,000 compounds, 0.28% hits;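 active means inhibition of at least 40% at 20 µM, with no more than 30% in the related APOBEC3A deaminase screen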;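 further: plate controls were DMSO wells with A3G for no effect and wells lacking A3G enzyme for full effect; some compounds called inactive have numbers as strong as hits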
Gli-Sufu block = blocks Gli-Sufu signaling in a luciferase reporter. Sufu-KO-LIGHT fibroblasts, Gli luciferase reporter luminescence. inhibition, % at 5 µM. 340,000 compounds, 0.74% hits. AID 588413;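 active means inhibition above about 55%, limit read from the data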;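 further: 0% = DMSO-treated cells and 100% = wells with medium but no cells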
EBI2 antag = blocks human EBI2 receptor beta-arrestin signaling; P32249; EBI2 beta-arrestin recruitment, luminescence, 7a,25-OHC stimulated; inhibition, % at 5 µM; 360,000 compounds, 0.81% hits; AID 651636; in the data active means inhibition above about 38%;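 further: enzyme fragment complementation signal reports receptor beta-arrestin coupling in cells; 0% = agonist plus DMSO wells and 100% = wells without agonist; some results beyond the cut were filed as inactive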
Target sequence (P32249 whole entry, looked up, the tested form may be a part): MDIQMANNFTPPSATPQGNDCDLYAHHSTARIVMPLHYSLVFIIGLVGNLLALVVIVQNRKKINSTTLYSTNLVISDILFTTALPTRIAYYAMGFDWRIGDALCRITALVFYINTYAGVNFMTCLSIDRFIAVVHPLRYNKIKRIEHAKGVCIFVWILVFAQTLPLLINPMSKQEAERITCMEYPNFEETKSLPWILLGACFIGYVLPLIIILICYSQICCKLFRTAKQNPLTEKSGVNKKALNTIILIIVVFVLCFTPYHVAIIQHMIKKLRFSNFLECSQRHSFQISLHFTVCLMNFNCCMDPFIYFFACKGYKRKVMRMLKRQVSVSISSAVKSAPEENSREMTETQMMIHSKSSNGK
CCR6 antag = blocks CCL20-driven beta-arrestin recruitment at human CCR6; CHO-K1 CCR6 PathHunter beta-arrestin, luminescence, CCL20-stimulated; 340,000 compounds, 0.49% hits; inhibition, % at 20 µM; P51684;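 active means compounds whose inhibition of the agonist-driven luminescence signal at 20 µM reaches about 50%, limit read from the data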;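 further: cells stimulated with CCL20 at 14 nM final; plate controls were DMSO with CCL20 for no effect and DMSO without agonist for full effect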
Target sequence (P51684 whole entry, looked up): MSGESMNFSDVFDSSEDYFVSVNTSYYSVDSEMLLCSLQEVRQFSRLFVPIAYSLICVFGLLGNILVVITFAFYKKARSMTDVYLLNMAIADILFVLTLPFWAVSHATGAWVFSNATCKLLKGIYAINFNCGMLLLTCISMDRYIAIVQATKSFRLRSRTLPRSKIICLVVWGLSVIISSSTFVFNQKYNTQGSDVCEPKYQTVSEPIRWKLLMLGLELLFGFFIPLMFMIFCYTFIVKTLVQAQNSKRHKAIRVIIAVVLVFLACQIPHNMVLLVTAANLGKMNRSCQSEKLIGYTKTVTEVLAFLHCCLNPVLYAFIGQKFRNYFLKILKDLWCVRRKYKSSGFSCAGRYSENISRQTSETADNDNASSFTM
CXCR6 inh = inhibitors of human CXCR6 receptor | O00574 | CHO-K1 PathHunter CXCR6 beta-arrestin, luminescence | inhibition, % at 20 µM | AID 602244 | 360,000 compounds, 0.36% hits; in the data active means inhibition above about 34%, passing the limit was not always enough;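 further: antagonist mode with CXCL16 agonist at 10 nM final; 0% = 10 nM CXCL16 with DMSO and 100% = unstimulated wells without agonist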
The depositor's hits bear a star; . = not tested or not shown. Compounds were not picked by outcome; about 5.8% have a hit in one of these screens.

nr	structure	MPTP block	APOBEC3A inh	CCR6 antag	CXCR6 inh	EBI2 antag	NR3A LBD binder	APOBEC3G inh	Gli-Sufu block
1	COc1ccc(C(=O)CSc2nnc(CNc3ccc(F)cc3)o2)cc1	-2.2	2	-2	-4	12	0	0	-2
2	O=C(NCCc1ccccn1)C1CCN(S(=O)(=O)c2ccc3ccccc3c2)CC1	-0.7	2	8	-5	-2	0	-1	-3
3	CCCn1c(N)c(C(=O)CSc2nnc(N)s2)c(=O)[nH]c1=O	0.4	-1	13	-2	-3	-1	-12	-23
4	COc1ccc(C2=NOC(C(=O)NCCCn3ccnc3)C2)cc1 (stereo not given)	-0.4	3	4	0	0	0	-6	5
5	COCCn1c(CN2CCN(c3ccccc3)CC2)nc2c1c(=O)n(C)c(=O)n2C	2.0	-2	13	0	-4	-2	32	26
6	COC(=O)c1ccccc1NC(=O)c1cc2n(n1)C(C(F)F)CC(C(F)F)N2 (stereo not given)	0.0	-3	-1	4	3	1	-6	0
7	c1cn2cc(-c3ccc4c(c3)OCO4)nc2s1	0.8	-3	-6	-2	5	3	-11	-124
8	O=C1Nc2cc(Cl)ccc2C1(N1CCNCC1)C(F)(F)F (stereo not given)	4.7	0	2	-11	-5	0	0	12
9	CCN(CC)S(=O)(=O)c1ccc(C(=O)Nc2cc(C)on2)cc1	4.2	1	2	6	-2	0	-9	2
10	O=C1CNC(=O)N1CC(O)Cn1c2ccccc2c2ccccc21 (stereo not given)	0.8	-2	-1	-7	-6	-2	-4	2
11	Cc1ccc(C)c2[nH]c(=O)c(CN(CCN3CCCC3)C(=O)Nc3ccc(F)cc3)cc12	-1.8	4	-14	7	-2	-4	2	26
12	Cc1ccc(N(CC(=O)NC2CCCCC2)C(=O)CCC(=O)Nc2nccs2)cc1	1.1	-2	8	9	6	0	-5	0
13	O=C(c1cc(S(=O)(=O)N2CCOCC2)c(Cl)cc1Cl)N1CCCCC1CO (stereo not given)	-0.5	2	0	0	-3	1	-7	-3
14	COc1ccccc1N1CCN(CC(=O)Nc2ccc(Cl)c(C(F)(F)F)c2)CC1	4.8	2	22	8	-5	-4	-3	6
15	CCn1c(Cc2ccccc2)nnc1SCC(=O)Nc1nc(C)cs1	0.6	1	3	0	4	-2	-4	2
16	CN(C)CCn1cnc2c1c(=O)n(C)c(=O)n2C	-1.3	-4	1	3	-6	-2	-10	1
17	CCOCCOCCC(C(=O)O)P(=O)(c1ccccc1)c1ccccc1 (stereo not given)	-1.8	4	-3	0	-13	3	0	5
18	Cc1c(C#N)c2ncnc(-c3ccccc3)c2n1-c1ccccc1	2.3	-3	6	-1	2	-2	-12	9
19	COc1ccc(/C=C2\SC(=O)N(CCNC(=O)Cc3coc4cc(C)ccc34)C2=O)cc1OC	12	1	-9	-11	-7	-4	-4	22
20	CC(C)NC(=O)C1CCN(C(=O)N(C)C)CC1	-1.5	7	-4	2	0	1	3	1
21	COc1ccccc1CN1CCCC(CN(CCN(C)C)C(=O)C2CCCC2)C1 (stereo not given)	0.2	-1	18	-4	10	-1	-9	-11
22	CCCCN1CCC(=O)C(C(=O)OCC)=C1C(=O)OCC	-0.4	.	-4	1	1	-3	.	-7
23	CCOC(=O)c1sc(N)c(C(=O)OCC)c1COC(=O)C1CC(=O)N(Cc2ccco2)C1 (stereo not given)	-1.4	1	20	0	3	-1	-5	-2
24	COc1ccccc1NC(=S)N(CCN1CCCCCC1)Cc1cccs1	0.5	-7	15	7	6	0	-2	41
25	CC(=O)c1c(N2CCN(C)CC2)[nH]c(-c2ccccc2)nc1=S	0.6	-4	-1	6	-9	-1	-7	7
26	Cn1c2ccccc2c2nnc(SCC(=O)NC3CC3)nc21	2.0	-3	-11	3	-6	-4	-6	-20
27	COc1cc(C2c3c([nH]c(=O)[nH]c3=O)Nc3ccc4ccccc4c32)cc(OC)c1OC (stereo not given)	0.1	-1	32	6	-14	30*	-2	-4
28	CN(C(=O)c1ccccc1Br)C1CCS(=O)(=O)C1 (stereo not given)	-0.2	-1	-6	0	-15	.	-4	-11
29	COCCN(C(=O)c1snc(C(N)=O)c1N)C(C(=O)NC1CCCC1)c1cc(OC)c(OC)c(OC)c1 (stereo not given)	-0.3	-2	18	4	-20	0	-16	-12
30	CC(C)[C@@H](C(=O)OCC(=O)Nc1ccc2c(c1)OCO2)N1C(=O)c2ccccc2C1=O	-2.3	-5	14	8	5	2	-5	-5
31	O=C(O)c1c(-c2ccccc2)nnc2ccccc12	-0.2	-7	-3	30	-5	2	-7	5
32	CC(C)COc1ccc(C(=O)NNC(=O)CCC(=O)c2cccs2)cc1	-0.8	1	0	-6	-11	0	-3	-16
33	CCN(C(=O)CSc1nnc2nc(C)cc(C)n12)c1ccccc1	-1.2	-1	16	5	-3	0	-2	-4
34	c1csc(-c2cnc3n2CCCC3)c1	0.5	-3	-17	1	-14	1	-2	-2
35	COc1cc(NC(=O)c2cnc(NCc3ccccc3)nc2C)cc(OC)c1OC	-1.0	-1	12	-1	27	-4	-5	14
36	O=C(COC(=O)C1CC(=O)N(Cc2ccccc2)C1)c1ccc(F)cc1 (stereo not given)	0.9	3	-5	-1	-3	1	-4	.
37	O=C1COc2ccc(C(=O)c3ccccc3)cc2CN1	1.1	-2	5	8	-27	0	-3	0
38	Cc1cc(Cl)ccc1C(=O)C1CCCN(C(=O)c2cccnc2C)C1 (stereo not given)	-0.8	-3	6	-8	-8	0	-6	-16
39	Cc1c(NC(=O)Nc2cccc(C(F)(F)F)c2)c(=O)n(-c2ccccc2)n1C	0.3	-1	12	-6	10	2	-6	-4
40	COCCCNC(=O)c1ccc([N+](=O)[O-])cc1	-1.4	2	9	-2	1	-1	-4	-5
41	COc1cc(C2Sc3ccccc3NC3=C2C(=O)OC3)cc(OC)c1OC (stereo not given)	-0.8	-4	7	5	1	0	-4	12
42	COc1ccc(C(=O)N/C(=C\c2cccc([N+](=O)[O-])c2)C(=O)Nc2cccc(C(=O)O)c2)cc1	-0.1	1	8	5	-8	-3	3	-2
43	CCCCC(C(=O)NC(C)c1ccccc1)C(=O)NC(C)c1ccccc1 (stereo not given)	1.4	-1	9	-4	-9	-1	-4	-2
44	COC(=O)c1c(NC(=O)c2c(-c3ccccc3Cl)noc2C)sc2c1CCC2	3.4	2	7	12	10	-3	-1	2
45	Cc1ccc(S(=O)(=O)NCCSc2nnc(N)s2)cc1	-6.0	-7	7	-4	-2	2	-9	17
46	COc1cccc(NC(=O)CN(C)C(=O)c2cc(-c3ccccc3)nc3ccccc23)c1	-0.5	-1	5	7	8	0	-8	0
47	Cc1cc(C(=O)COC(=O)c2ccc([N+](=O)[O-])o2)c(C)n1CC1CCCO1 (stereo not given)	6.8	8	-3	-10	-21	0	-1	-8
48	Cc1c(NC(=O)CSC(=S)N2CCCC2)c(=O)n(-c2ccccc2)n1C	-1.7	1	7	-4	-2	-2	-2	-1
49	CC(=O)Nc1cc(NC(C)=O)cc(C(=O)OCC(=O)N(c2ccccc2)C2CCS(=O)(=O)C2)c1 (stereo not given)	-0.5	4	4	1	-14	-2	6	3
50	Cc1cc(C)c2c(n1)nn1c(NCCCN(C)C)cc(C)nc21	-0.3	2	6	-4	3	0	0	9
51	COc1ccccc1C(=O)NC(=O)COC(=O)c1ccc(Cl)cc1[N+](=O)[O-]	-0.6	-2	-1	-6	4	2	-11	-12
52	CCN(CCO)C(=S)Nc1cc(S(=O)(=O)N(C)C)ccc1C	0.8	1	-17	-2	1	-1	-3	0
53	CCCCOc1ccc(C2NC(=O)NC(C)=C2C(C)=O)cc1OCC (stereo not given)	1.6	1	-4	-1	-9	0	4	-8
54	COc1ccccc1N1CCN(S(=O)(=O)Cc2ccccc2Cl)CC1	0.2	2	1	-1	-5	2	-2	6
55	COCC(=O)Nc1nc2ccccc2s1	1.6	-1	-6	-9	-5	-2	-1	-31
56	C[C@@H]1CN([C@@H](C)CO)C(=O)Cc2cc(NS(=O)(=O)c3ccccc3)ccc2O[C@H]1CN(C)S(C)(=O)=O	-1.6	-2	2	3	-1	-1	-6	-8

Marked active in NR3A LBD binder (from the list above):
nr	Structure	MPTP block	APOBEC3A inh	CCR6 antag	CXCR6 inh	EBI2 antag	NR3A LBD binder	APOBEC3G inh
27	COc1cc(C2c3c([nH]c(=O)[nH]c3=O)Nc3ccc4ccccc4c32)cc(OC)c1OC (stereo not given)	0.1	-1	32	6	-14	30*	-2

More records
nr	structure	MPTP block	APOBEC3A inh	CCR6 antag	CXCR6 inh	EBI2 antag	NR3A LBD binder	APOBEC3G inh	Gli-Sufu block
57	CC(C)(C)NS(=O)(=O)c1ccc(N2C(=O)c3ccccc3C2=O)cc1	21	-4	4	7	-2	0	-7	4
58	CC(OC(=O)Cc1ccc(F)cc1)C(=O)N1CCc2ccccc21 (stereo not given)	-2.3	0	5	3	-9	0	-2	-7
59	O=C1Nc2ccc(Br)cc2C1(O)c1ccccc1 (stereo not given)	-1.2	0	19	-10	-1	-1	-2	3
60	O=C(CCc1nc(-c2ccccc2F)no1)NC1CCN(Cc2ccccc2)CC1	2.6	1	-1	9	-3	9	0	7
61	Cc1cc(C(=O)N2CCc3c([nH]c4ccccc34)C2c2cccc(Cl)c2)nn1C (stereo not given)	-1.3	0	2	0	3	-2	-6	-6
62	CN(C(=O)c1cccc(NC(=O)Cc2ccc(NC(=O)C3CCN(C(=O)CCc4ccccc4)CC3)cc2)c1)C1CCCCC1	-0.3	.	-3	-3	20	-6	.	9
63	C=CCn1c(CSc2nc3ccccc3s2)nnc1SCC(=O)NCc1ccco1	1.5	-1	12	-1	-1	-2	1	-2
64	Cc1cccc(C)c1OCc1cc(C(=O)NCC2CC2)no1	0.7	-4	-3	16	5	1	-7	17
65	COc1cc(CNc2ccc3[nH]c(=O)[nH]c3c2)ccc1OCc1ccccc1	0.6	-2	-17	-14	-10	-1	1	-17
66	CC(C)C(=O)Nc1ccc(C(=O)Nc2ccc(Br)cc2F)cc1	-1.3	-3	-9	-4	12	-5	-8	-9
67	CCCn1nnc(NC(=O)c2ccc(OC)cc2)n1	-0.7	-1	4	1	1	0	2	-61
68	O=C(N/N=C1\CC(c2ccccc2)Oc2ccccc21)c1ccc(O)cc1 (stereo not given)	0.1	-1	-9	0	11	-4	-8	-11
69	COc1ccccc1Nc1nc(N)nc(CN2CCOCC2)n1	-1.5	12	-6	-3	0	1	-4	4
70	COc1c2occc2c(OC)c2c(=O)cc(C(F)(F)F)oc12	-6.6	-2	16	-2	-16	16*	-2	3
71	O=C(CCN1C(=O)C2CCCCC2C1=O)Nc1nc2ccc(F)cc2s1 (stereo not given)	0.1	17	2	6	8	-12	-3	-48
72	COc1cc2c(cc1NC(=O)COc1ccccc1OC)oc1ccccc12	0.0	-2	-18	7	21	-2	-3	0
73	O=C(NC(=S)NC12CC3CC(CC(C3)C1)C2)c1ccc(F)cc1	0.3	-1	30	15	11	-2	-6	-71
74	Cc1cccc(-n2c(N)c(C(=O)NCCN3CCOCC3)c3nc4ccccc4nc32)c1	.	3	24	.	.	2	0	10
75	CCN1C(=O)CSc2ccc(C(=O)NCc3ccccc3)cc21	1.4	0	13	3	9	-3	1	7
76	CSc1cccc(NC(=S)N2CCCN(Cc3cccc(Cl)c3)C2)c1	39	-12	12	-2	12	2	-10	8
77	O=C1CCC(C(=O)Nc2ccc(OC(F)F)cc2)N1 (stereo not given)	-0.2	0	0	-5	1	-1	-2	3
78	COc1ccc(S(=O)(=O)Cc2ccc(C(=O)N3CCN(c4cc(C)ccc4C)CC3)o2)cc1	0.6	-3	2	5	-8	1	-8	14
79	O=C(O)C1=C[C@@H](c2ccc3c(c2)OCO3)C[C@@H](OCc2ccc(CO)cc2)O1	-0.2	1	1	-19	10	-3	-4	0
80	Cc1cccc(C)c1OCC(=O)NNC(=O)Nc1ccc(Cl)cc1	2.5	-1	-10	-5	-4	-27	-3	0

Screens deposited in PubChem by Sanford-Burnham Center for Chemical Genomics.
